FLuc counter: firefly luciferase modulation, counter-screen for miR-21 project; P08659; purified FLuc, Km substrates, luminescence inhibition; Potency, µM (series often up to 57.5 µM), without a hit: at the highest dose activity change, negative = inhibition, most hits filed as inhibitors; 360,000 tested, 6.9% active; AID 588342;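 further: plate controls were vehicle for no effect and reference inhibitor for full effect; nearly all actives have a fitted effect of over 55% in size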
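Purified P. pyralis luciferase (10nM final) with 10uM D-luciferin and 10uM ATP (Km levels) in 50mM Tris acetate pH 7.5, 10mM Mg acetate, 0.01% Tween-20, 0.05% BSA; qHTS 6-point titration, ~60 µM downward; luminescence read.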
VP16 counter: Gal4-VP16 reporter inhibition counter-screen; Drosophila S2 Gal4-VP16 UAS-luciferase, luminescence, 20 h; 310,000 tested, 3.5% active; AID 2546; Potency, µM (titrated, usually from 53.6 µM), for the others: at the highest dose activity, negative = inhibition, actives largely listed as inhibitors;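 further: Gal4-VP16 expression switched on by copper sulfate through the metallothionein promoter; on the % scale 0 is the no-effect control and ±100 the full control effect; nearly all actives have a fitted effect of over 50% in size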
ELG1 genotox: inducers of genotoxicity in HEK293T ELG1-luciferase cells | HEK293T ELG1-luciferase reporter, luminescence, 16 h | Potency, µM (series often up to 46 µM), inactives show at the top dose activity change, positive = activation, usual class: activators | 330,000 tested, 1.3% active | AID 504466; further: % of control where 0% means no effect; nearly all actives have a fitted effect of over 60% in size
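HEK293T cells expressing luciferase-tagged ELG1 were exposed to compound or DMSO vehicle for 16 hr at 37 °C and 5% CO2. Luciferase activity was then measured with ONE-Glo after 30 min at room temperature.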
RORgamma inh: ROR gamma (mouse) transcription inhibition | AID 2551 | Potency, µM (titrated, usually from 53.6 µM), inactives show top-dose activity change, negative = inhibition, usual class: inhibitors | 310,000 tested, 5.4% active | Drosophila S2 Gal4-RORgamma UAS-luciferase reporter, 20 h; further: on the % scale 0 is the no-effect control and ±100 the full control effect; nearly all actives have a fitted effect of over 60% in size
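Compounds are pin-transferred onto Drosophila Schneider cells expressing a copper-inducible Gal4–ROR gamma transactivation domain fusion. After 1 hr, copper sulfate is added to 700 uM final; luciferase is read 20 hr later.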
uPA generation: cell surface uPA generation inhibition; 330,000 tested, 0.31% active; AID 540303; cell surface uPA generation assay, qHTS; Potency, µM (top dose mostly 38.3 µM), for the others: at the highest dose activity change, negative = inhibition, hits mostly inhibitors; active means well fitted inhibition curve with a large enough effect; inconclusive means small, poorly fitted or top-dose-only effect; inactive means no such curve, though single readings can be large or run the other way; tested in mouse RAW 264.7 cells; further: on the % scale 0 is the no-effect control and ±100 the full control effect; nearly all actives have a fitted effect of over 55% in size
NPC1 promoter act: NPC1 promoter activation; Huh7 NPC1 promoter luciferase reporter, 24 h; Potency, µM (series often up to 9.22 µM), for inactives: at the highest dose activation, actives largely listed as activators; 320,000 tested, 2.4% active; AID 485313;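 further: % of control where 0% means no effect; nearly all actives have a fitted effect of over 60% in size; reporter is driven by a mutant NPC1 promoter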
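In 1536-well qHTS, Huh7 cells harboring an NPC1 promoter–luciferase construct received compound for 24 h; activation was quantified by luminescence following luciferase reagent addition.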
Rab9 prom act: activates the Rab9 promoter; 320,000 tested, 2.8% active; Potency, µM (top dose mostly 9.22 µM), without a hit: at the top dose activation, negative = inhibition, actives largely listed as activators; Huh7 Rab9 promoter-luciferase reporter, luminescence, 24 h; further: % of control where 0% means no effect; nearly all actives have a fitted effect of over 60% in size
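Luciferase signal after 10 min detection reagent at ambient indicates Rab9 promoter upregulation; stably transfected Huh7 cells were treated 24 h with compound in DMSO at 37 °C, 5% CO2.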
MBNL1 CUG block: MBNL1-poly(CUG) RNA binding inhibition. Q9NR56. TR-FRET MBNL1-His/biotin-(CUG)12 binding, 665/545 ratio. Potency, µM (doses to about 57.5 µM), without a hit: at the highest dose activity change, negative = inhibition, usual class: inhibitors. 280,000 tested, 0.036% active. AID 2675; active means well fitted inhibition curve with a large enough effect in the signal ratio, with a control signal flat, not every such curve was filed as active; inconclusive means small, poorly fitted or top-dose-only effect, or effect the other way, or a change in a side signal; inactive means no such curve, though single readings can be large or run the other way; the % refers to the signal ratio; further: on the % scale 0 is the no-effect control and ±100 the full control effect
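TR-FRET between His-tagged MBNL1 and biotin-(CUG)12 RNA, detected with Tb anti-His antibody (0.055 ng/ul) and streptavidin-XL665 (5 nM), 60 min at room temperature. Compounds titrated 92 nM to 58 uM; 665/545 nm ratio normalized to buffer and complex controls.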
p53 reactivator: mutant p53 re-activation in reporter cells. H1299 p53-A138V BP100-luciferase reporter, luminescence, 24 h. Potency, µM (top dose mostly 92.2 µM), for inactives: top-dose activity change, positive = activation, actives largely listed as activators. 320,000 tested, 0.063% active; further: % of control where 0% means no effect; nearly all actives have a fitted effect of over 45% in size
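H1299 (p53-null), stable ts p53-A138V + BP100-Luc; 1000 cells/well, Opti-MEM/10% FBS; cpd 4 pt, 1:5; 24 h, 37 deg C, 5% CO2; detection reagent 10 min RT; luminescence.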
BRCA1 expr act: activators of BRCA1 expression; 380,000 tested, 1.1% active; MCF7-BRCA1-FFLuc reporter, luminescence, 48 h; response scale: scaled: vehicle 0%, 10 µM genistein 100%; Potency, µM (doses to about 46.1 µM), inactives show at the highest dose activation, hits mostly activators; further: nearly all actives have a fitted effect of over 80% in size; some results filed as inactive show a strong effect at the top dose
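Luminescence from a BRCA1-driven firefly luciferase in MCF7 cells was read after 48 h compound exposure at 37 C. Data normalized against DMSO and a 10microM genistein activation control, then curve-fitted across the titration.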
CXXC DNA block: blocks binding of human MLL CXXC domain to DNA. Potency, µM (series often up to 115 µM), without a hit: top-dose activity change, negative = inhibition, actives largely listed as inhibitors. MLL-CXXC / FITC-HOXA9 DNA fluorescence polarization. 290,000 tested, 0.037% active; active means well fitted inhibition curve with a large enough effect in the polarisation, with a control signal flat, not every such curve was filed as active; inconclusive means small, poorly fitted or top-dose-only effect, or effect the other way, or a change in a side signal; inactive means no such curve, though single readings can be large or run the other way; the % refers to the polarisation
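Steps: dispense CXXC domain solution (7 uM) → pin compounds or unlabeled HOX-A9 DNA control → 5 min ambient → add FLSN-HOX-A9 solution (50 nM) → spin → 30 min ambient → fluorescence polarization. Tris pH 7.5/NaCl/DTT/BSA buffer.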
* marks the source's active call; other numbers are inactive results; ? = inconclusive; . = no result given; [ ] = another dose, or the depositor's remark. Unless noted, the call rests on the fitted dose curve; in most records, active means well fitted curve in the direction sought with a large enough effect; inconclusive means small, poorly fitted or top-dose-only effect, or another doubt; inactive means no such curve, though single readings can be large; an effect the other way counts as inactive or inconclusive. Potency means the concentration at half of the fitted maximal effect.

SMILES | FLuc counter | VP16 counter | ELG1 genotox | RORgamma inh | uPA generation | NPC1 promoter act | Rab9 prom act | MBNL1 CUG block | p53 reactivator | BRCA1 expr act | CXXC DNA block
CCc1noc(C)c1C(=O)N1CCCC(CCC(=O)NCc2cccc(OC)c2)C1 (configuration not stated) | -1% | 6% | 0% | -13% | 0% | -5% | -8% | 8% | 3% | -21% | 7%
NC(=O)c1nsc(C(=O)N(c2cccc(F)c2)C(C(=O)NC2CCCC2)c2ccc(O)cc2)c1N (configuration not stated) | 0% | 4% | -8% | 34% | 4% | 1% | 2% | 44%[activator] | 6% | -21% | 1%
CN1C(C(=O)c2ccccc2)=C(N)c2ccccc2S1(=O)=O | 4% | 1% | -5% | -18% | 2% | -10% | -2% | ? | 4% | -4% | -3%
O=C(N/N=C/c1ccc(Br)s1)c1ccc([N+](=O)[O-])cc1 | -2% | 0.63µM* | -7% | 0.45µM* | -7% | -22% | -25% | 14% | -7% | -46% | 46%[activator]
CN(C)CCCN(C(=O)c1cc2ccccc2oc1=O)c1nc2ccc(F)cc2s1 | 5% | 9% | 1% | 2% | 5% | -3% | -2% | 15% | ? | 42% | 16%
O=C(CCc1ccccc1)Nc1ccc2c(c1)OCO2 | ? | . | ? | . | 1% | ? | ? | -1% | . | 93% | -1%
CSC1=NSC2=NC(=O)/C(=C\c3cccs3)C(=N)N12 | 9.5µM* | -30% | ? | 38% | -2% | 3.5µM* | 1.4µM* | ? | ? | -50% | 5%
CCN1C(=O)C(CC(=O)Nc2cc(C)ccc2C)SC1=Nc1ccc(S(N)(=O)=O)cc1 (configuration not stated) | 3% | 3% | -1% | -25% | . | 0% | -1% | -7% | 15% | -23% | 46%[activator]
CN1CCN(C(=O)CCCOc2ccc(Cl)cc2Cl)CC1 | 4% | -3% | -2% | 33% | 5% | 9% | 1% | -18% | 2% | 13% | 2%
OC(c1cccnc1)c1cccs1 (configuration not stated) | 2% | 2% | -7% | 1% | 7% | -1% | 4% | -2% | 0% | 4% | -5%
COc1ccc(C2=Nn3c(nnc3-c3ccncc3)SC2)cc1 | 0% | -5% | -8% | 21% | 23% | 5% | 3% | 0% | -3% | -1% | 0%
COc1cccc(C(=O)Nc2ccc(NC(=O)C3CC3)nc2)c1 | -2% | -15% | 3% | 10% | -2% | -2% | 3% | -12% | -2% | 6% | 35%[activator]
COc1ccc(N2CCN(C(=O)c3ccc4c(c3)CC(c3ccccc3)OC4=O)CC2)cc1 (configuration not stated) | 1% | . | -2% | . | -10% | -12% | -1% | . | 2% | -11% | .
CC(c1ccccc1)n1cnc2ccccc21 (configuration not stated) | 3% | -12% | 1% | 13µM* | 0% | -3% | -2% | 5% | 11% | 11% | 1%
C=CCn1c(C)cc(C(=O)COC(=O)COc2ccccc2C#N)c1C | 1.7µM* | 1% | 8% | 0% | 1% | -2% | 9% | -6% | ? | 22% | 0%
O/N=C/c1cc(Br)cc(Br)c1OCc1ccccc1 | 4% | -17% | 1% | 8% | 0% | -8% | -8% | 7% | -3% | -30% | 1%
COC(=O)/C(=C\Nc1ccccc1N)c1ncc(C(F)(F)F)cc1Cl | -19% | -8% | 5% | -10% | 1% | 1% | 0% | 7% | 25% | -29% | 11%
N#Cc1cc(-c2ccccc2)c[nH]c1=O | -4% | 6% | -4% | ? | 5% | 9% | 2% | ? | 0% | 6% | 2%
N#C/C(=C/c1ccc(O)c([N+](=O)[O-])c1)C(=O)Nc1ccccc1 | 13µM* | -4% | -5% | ? | -18% | -31%[inhibitor] | -7% | ? | ? | 64% | 16%
COc1ccc(N(CC(=O)N2CCC(Cc3ccccc3)CC2)S(C)(=O)=O)cc1 | -2% | -6% | -5% | 15% | -3% | -3% | -2% | 9% | -4% | -8% | 2%
O=[N+]([O-])c1cc(/C=N\Nc2ccccn2)ccc1Cl | ? | ? | -3% | -33% | -8% | -1% | 12% | 17% | -3% | -58% | -3%
CC(C)C(NC=C1C(=O)OC(C)(C)OC1=O)C(=O)O (configuration not stated) | -2% | -1% | -2% | 6% | . | 3% | 0% | 8% | 7% | 6% | 4%
O=C(Cn1cc(S(=O)(=O)N2CCN(c3ccccc3F)CC2)c2ccccc2c1=O)NCCCN1CCCCCC1 | -8% | -1% | 0% | -8% | 0% | -8% | -5% | 0% | 5% | -17% | 13%
O=C(COC(=O)c1cc(S(=O)(=O)N2CCOCC2)ccc1Cl)NC1CC1 | 1% | . | 2% | . | 5% | 0% | 0% | . | 22% | 9% | .
Cn1c(CNC(=O)c2ccccc2F)nnc1SCc1ccc(F)cc1 | 0% | -2% | 1% | 17% | 0% | 3% | -5% | . | 4% | 11% | 4%

A second format for part of the listing above.
> CC(c1ccccc1)n1cnc2ccccc21 (configuration not stated)
  FLuc counter: 3% | VP16 counter: -12% | ELG1 genotox: 1% | RORgamma inh: 13µM* | uPA generation: 0% | NPC1 promoter act: -3% | Rab9 prom act: -2% | MBNL1 CUG block: 5% | p53 reactivator: 11% | BRCA1 expr act: 11% | CXXC DNA block: 1%
> C=CCn1c(C)cc(C(=O)COC(=O)COc2ccccc2C#N)c1C
  FLuc counter: 1.7µM* | VP16 counter: 1% | ELG1 genotox: 8% | RORgamma inh: 0% | uPA generation: 1% | NPC1 promoter act: -2% | Rab9 prom act: 9% | MBNL1 CUG block: -6% | p53 reactivator: ? | BRCA1 expr act: 22% | CXXC DNA block: 0%

(more compounds)
SMILES | FLuc counter | VP16 counter | ELG1 genotox | RORgamma inh | uPA generation | NPC1 promoter act | Rab9 prom act | MBNL1 CUG block | p53 reactivator | BRCA1 expr act | CXXC DNA block
O=C(Oc1ccc(=O)n(-c2ccccc2)n1)c1ccc(F)cc1 | -11% | -9% | -2% | -7% | ? | 1% | -10% | -1% | -3% | -21% | 14%
CC(C)C(NC(=O)c1ccccc1)C(=O)NC1CCCc2ccccc21 (configuration not stated) | . | . | -2% | . | 4% | 0% | -4% | . | 13% | -9% | .
CCN(C(=O)CN1C(=O)/C(=C/c2ccccc2)SC1=S)C1CCS(=O)(=O)C1 (configuration not stated) | ? | -16% | 2%[9.26 µM] | 6% | 0% | -5% | -1% | ? | ? | -2% | 4%
Cc1ccc(S(N)(=O)=O)cc1NC(=O)C1CC2CCC1C2 (configuration not stated) | 3% | 1% | 0% | 2% | -2% | -5% | 0% | -1% | -3% | 0% | 3%
CC(=O)OCCC(C)C | . | 5% | -2% | 0% | 2% | . | . | . | 4% | 0% | .
O=C(c1ccc(-n2nc(C(F)(F)F)c3c2CCCC3)cc1)N1CCOCC1 | -1% | 20% | -3% | 20% | 9% | -7% | -5% | -3% | -4% | -44% | 25%
O=C(C1CCN(S(=O)(=O)c2ccc(Cl)cc2)CC1)N1CCCCCCC1 | 5% | -3% | -12% | 4% | -3% | 0% | -2% | -5% | -3% | -17% | 1%
COc1ccc(CNCC(O)(c2ccccc2)c2ccc(F)cc2)cc1OC (configuration not stated) | -2% | ? | -14% | 42% | -10% | -7% | -14% | -7% | -3% | -16% | 7%
Cc1ccccc1-c1cc2nc(C)c(C)c(=O)n2[nH]1 | 19µM* | 24% | ? | 30% | 2% | ? | ? | -4% | 26% | 65% | -14%
CCOC(=O)C1(Cc2cccc(OC)c2)CCCN(C(=O)c2cc(CC(C)C)[nH]n2)C1 (configuration not stated) | 21µM* | -3% | ? | 18% | 2% | ? | 3.5µM* | -6% | 21% | 87% | 13%
CC1CCCCC1NC(=S)NC(=O)c1cccs1 (configuration not stated) | -17% | 13µM* | 0% | 1.6µM* | 4% | 0% | -3% | -3% | 29% | 3% | 1%
Cc1c(C(=O)NCc2ccc(F)cc2)c(-c2ccccc2)nn1-c1ccccc1 | -2% | 5% | -6% | -22% | 6% | -2% | -3% | 5% | -4% | -19% | -3%
Cc1nn2c(NCCCN3CCOCC3)c3c(nc2c1-c1ccccc1)CCC3 | 0% | -8% | -1% | -20% | 2% | 0% | 11% | -8% | 3% | -36% | -5%
NC(=O)/C=C/C(=O)Nc1ccc(Cl)cc1 | -1% | ? | 4% | 3.2µM* | -10% | -2% | -6% | -3% | -10% | -8% | 21%
CCCCOC(=O)C1=C(C)NC(=O)NC1c1cc2c(cc1Br)OCO2 (configuration not stated) | -1% | 1% | -2% | 5% | 3% | 0% | 4% | -6% | 26% | 0% | 3%
CCCCNc1nc(CC)c2c(c1C#N)CCCC2 | -5% | 3% | 4% | -3% | 4% | -3% | 6% | -2% | -2% | -24% | -8%
CCC(C)c1ccc(NC(=O)Nc2cccnc2)cc1 (configuration not stated) | 1.7µM* | ? | ? | ? | ? | 1.8µM* | 4.5µM* | -2% | ? | ? | ?

Screens: PubChem BioAssay, National Center for Advancing Translational Sciences (NCATS)

Only part of the results is shown; count on the stated rates, not on these rows.
